# Screening data from PubChem.
# IL2 activator = activators of IL-2; 360,000 compounds, 0.065% hits; IL-2 activation reporter assay, cell-based qHTS; stimulated with anti-CD3/CD4/CD28 beads; in transgenic mouse T cells; activation, % (series mostly up to about 46 µM); in the data active means activation above about 50%; inconclusive means mostly about 30% to 49%; further: 0% is about no effect
#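 Unstimulated transgenic mouse T cells; 60-min compound exposure; bead-based TCR/CD4/CD28 stimulation; 18 h culture, 37 degrees C; dual fluorescence (EGFP, DsRed) plate cytometry.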
# PI5P4Ka inh = PI5P4K alpha (human) kinase inhibition; PI5P4Kalpha enzyme, ADP-Glo luminescence, 60 min; active compounds read low; max response, %; 330,000 compounds, 1.2% hits; active means max response of -50% or lower; inconclusive means between -30% and -50%; inactive means -30% or higher; further: value at the top dose of about 77 µM; on the % scale 0 is the no-effect control and ±100 the full control effect
#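 qHTS, 1536-well: enzyme/substrate mix, compound by pin tool, 5 microM ATP final; RT 60 min; ADP-Glo reagents 1 (45 min) then 2 (30 min); luminescence.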
# aSyn rescue = inhibitors of alpha-synuclein toxicity in yeast; Yeast expressing alpha-synuclein, growth rescue, BacTiter-Glo, 24 h; 370,000 compounds, 0.14% hits; Potency, µM (doses to about 46.1 µM), for the others: top-dose growth rescue (activation), usual class: activators; further: potency means the concentration at half of the fitted maximal effect; % of control where 0% means no effect; nearly all actives have a fitted effect of over 65% in size
#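 Readout is rescue of growth in alpha-synuclein-expressing yeast, so inhibitors of toxicity appear as activators. Growth after 24 hr at 30 deg C in galactose medium is quantified by luminescence.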
# PLK1 PBD inh = blocks phosphopeptide binding to human PLK1 polo-box domain. Plk1 PBD binding of FITC phosphopeptide, fluorescence polarization. Potency, µM, without a hit: max response, negative = inhibition, usual class: inhibitors. 360,000 compounds, 2.8% hits. AID 720504. P53350; further: potency means the concentration at half of the fitted maximal effect; series mostly up to about 57 µM; on the % scale 0 is the no-effect control and ±100 the full control effect; nearly all actives have a fitted effect of over 65% in size
# Abeta rescue = A-beta toxicity reversal in yeast; yeast expressing A-beta42, growth rescue, OD600, 48 h; response scale: 0% DMSO, 100% iron-clioquinol control; 410,000 compounds, 0.063% hits; Potency, µM (doses to about 46.1 µM), for inactives: at the highest dose growth rescue, usual class: activators; further: potency means the concentration at half of the fitted maximal effect; nearly all actives have a fitted effect of over 55% in size
#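 Growth rescue measured by 600 nm absorbance after 48 h yeast culture at 30 C with compound. Values normalized between DMSO and an equimolar ferric chloride plus clioquinol control.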
# EPAC1 antag = blocks human EPAC1 exchange factor. Potency, µM (series often up to 115 µM), for inactives: at the highest dose activity change, negative = inhibition, actives largely listed as inhibitors. O95398. 360,000 compounds, 0.14% hits. EPAC1 GEF assay, Rap1b-BODIPY-GDP exchange fluorescence;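 further: potency means the concentration at half of the fitted maximal effect; plate controls were vehicle for no effect and positive control for full effect; nearly all actives have a fitted effect of over 50% in size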
# Target sequence (O95398 whole entry, looked up): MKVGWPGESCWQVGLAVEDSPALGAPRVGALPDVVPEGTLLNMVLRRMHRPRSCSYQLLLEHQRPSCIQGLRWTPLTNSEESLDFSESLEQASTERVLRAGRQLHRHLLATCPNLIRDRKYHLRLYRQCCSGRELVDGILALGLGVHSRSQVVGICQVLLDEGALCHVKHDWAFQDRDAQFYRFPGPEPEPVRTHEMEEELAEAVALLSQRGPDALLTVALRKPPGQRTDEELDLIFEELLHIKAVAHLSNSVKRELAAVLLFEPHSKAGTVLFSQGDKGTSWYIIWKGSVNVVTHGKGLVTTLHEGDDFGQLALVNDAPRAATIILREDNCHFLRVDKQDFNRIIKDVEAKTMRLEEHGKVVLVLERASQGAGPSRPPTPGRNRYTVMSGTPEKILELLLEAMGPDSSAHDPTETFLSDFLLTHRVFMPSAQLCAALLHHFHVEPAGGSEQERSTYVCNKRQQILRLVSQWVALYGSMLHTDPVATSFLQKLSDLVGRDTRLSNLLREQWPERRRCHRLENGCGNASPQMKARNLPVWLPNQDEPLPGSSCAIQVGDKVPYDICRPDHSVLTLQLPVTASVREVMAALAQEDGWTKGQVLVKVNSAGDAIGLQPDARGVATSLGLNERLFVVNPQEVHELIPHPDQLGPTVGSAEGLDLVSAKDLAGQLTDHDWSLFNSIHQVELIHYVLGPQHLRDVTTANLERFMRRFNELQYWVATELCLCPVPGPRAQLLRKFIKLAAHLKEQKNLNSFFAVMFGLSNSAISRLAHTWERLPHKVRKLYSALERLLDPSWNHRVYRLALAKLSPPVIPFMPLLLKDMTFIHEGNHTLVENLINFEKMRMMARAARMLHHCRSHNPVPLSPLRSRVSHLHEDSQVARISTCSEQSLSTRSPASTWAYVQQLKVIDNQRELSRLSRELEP
# FUS yeast rescue = FUS proteinopathy suppression in yeast; 390,000 compounds, 0.24% hits; AID 1347120; Potency, µM (titrated, usually from 76.6 µM), without a hit: top-dose growth rescue (activation), most hits filed as activators; S. cerevisiae FUS-expressing, growth rescue, OD600, 24 h;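 further: potency means the concentration at half of the fitted maximal effect; plate controls were DMSO vehicle for no effect and reference control for full effect; nearly all actives have a fitted effect of over 55% in size; some results filed as inactive show a strong effect at the top dose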
#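 Absorbance at 600 nm, taken 24hr after compound addition, measured rescue of FUS-yeast growth at 30C. Induction used 2% galactose with seeding at OD 0.005. Controls: CP55940 from 92uM final, DMSO only.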
# WRN inhibitor = WRN helicase (human) inhibition. Potency, µM (highest dose often 114 µM), for the others: at the highest dose activity change, negative = inhibition, actives largely listed as inhibitors. AID 651768. 360,000 compounds, 0.46% hits. WRN helicase unwinding, fluorescent forked duplex, kinetic; further: potency means the concentration at half of the fitted maximal effect; on the % scale 0 is the no-effect control and ±100 the full control effect; nearly all actives have a fitted effect of over 55% in size
#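 WRN at 20 nM final was preincubated with compound for 15 min at room temperature; reaction started with 100 nM forked duplex oligonucleotide carrying fluorophore and quencher plus 2 mM ATP (final). Unwinding followed kinetically by red fluorescence (ex 525/em 598 nm).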
# EPAC1 ag = agonists of human EPAC1; O95398; EPAC1 agonist qHTS, biochemical assay; response scale: 100% = response to 6.5 mM cAMP; Potency, µM (series often up to 154 µM), without a hit: at the highest dose activation, most hits filed as activators; AID 720707; 360,000 compounds, 0.073% hits; further: potency means the concentration at half of the fitted maximal effect; nearly all actives have a fitted effect of over 60% in size
#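 Compounds were pinned as a concentration titration into mixtures of EPAC1 (100 nM), BODIPY-GDP-loaded Rap1B (250 nM) and GDP (50 uM). After 5 min at room temperature, fluorescence was followed for 30 min; activity was scaled to 6.5 mM cAMP.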
# Starred values were filed as active, the others as inactive; ? = inconclusive; / = no result given; [ ] = remark or other dose. Unless noted, the call rests on the fitted dose curve; in most records, active means well fitted curve in the direction sought with a large enough effect; inconclusive means small, poorly fitted or top-dose-only effect, or another doubt; inactive means no such curve, though single readings can be large; an effect the other way counts as inactive or inconclusive.
SMILES,IL2 activator,PI5P4Ka inh,aSyn rescue,PLK1 PBD inh,Abeta rescue,EPAC1 antag,FUS yeast rescue,WRN inhibitor,EPAC1 ag
CCn1nc(C)c(C(=O)Nc2cc(Oc3cc(C)cc(C)c3)cc([N+](=O)[O-])c2)c1C,-0.6,13.4,17.0%,-6.0%,-11.7%,-26.0%,/,-9.0%,-2.6%
Cc1ccsc1CN(C)C(=O)C(NC(=O)c1cccc(S(=O)(=O)N2CCOCC2)c1)C(C)C (stereo not drawn),-0.2,-0.6,-1.7%,-6.9%,-0.4%,-6.0%,34.5%,-2.6%,-10.8%
Cc1ccc(S(=O)(=O)Nc2c(C)n(C)n(-c3ccccc3)c2=O)cc1C(=O)NCc1ccco1,-4.4,3.4,2.0%,-7.7%,2.9%,8.7%,/,-3.2%,1.2%
N#CCC(=O)NCC1(c2ccccc2)CCCC1,-2.8,3.5,0.7%,1.5%,14.2%,-6.3%,/,-11.5%,1.8%
Cc1cc(NC(=O)C2CC(c3cccc(Br)c3)=NO2)no1 (stereo not drawn),-0.5,/,-7.5%,-25.7%,11.3%,12.2%,-5.2%,-19.3%,-5.7%
CCc1nc2ccc(C(=O)NCCOc3ccc(OC)cc3)cn2c1N(C)C(=O)Cc1ccccc1,-0.6,-3.3,1.1%,2.0%,0.1%,-6.5%,-7.7%,1.3%,13.6%
Nc1ncc(CN2CCCC(C(=O)Nc3ccc(-c4ccco4)cc3)C2)cn1 (stereo not drawn),-0.9,2.8,3.6%,-4.8%,-17.0%,10.4%,14.8%,-2.4%,4.8%
O=C(C1CCC1)N1CCN(S(=O)(=O)c2ccc(F)cc2)CC1,-5.0,7.6,4.0%,1.3%,-17.2%,17.2%,-12.8%,8.6%,-4.1%
COc1ccc(OC)c(/C=C/C(=O)c2ccc3c(c2)OCO3)c1,0.0,0.6,1.5%,4.1%,-7.8%,-4.0%,20.2%,-3.2%,11.0%
COc1ccc(NC(=O)CN2CCOCC2)cc1,-2.5,-0.6,-0.1%,-6.2%,-0.6%,-1.2%,8.7%,-11.7%,1.4%
Cn1ncc2c(NCc3ccccc3)ncnc21,-2.5,/,0.7%,-8.8%,9.2%,12.2%,5.0%,1.0%,-4.4%
Cc1ccc(-c2nc(CS(=O)CC(=O)NC(C)CCc3ccccc3)c(C)o2)cc1 (stereo not drawn),-0.3,5.7,17.5%,-19.7%,/,?,?,0.2%,-3.9%
COc1ccc(NC(=O)Cc2ccc(-c3ccccc3)cc2)cn1,-0.4,-11.2,0.7%,-12.8%,-7.1%,12.7%,12.9%,-35.6%,13.0%
Cc1cccc(C(=O)NNC(=O)CSc2nnc(C3CC3)n2C)c1,0.4,-2.2,-3.4%,-16.2%,-2.8%,-6.6%,10.9%,10.5%,0.8%
COc1cc2c(cc1OC)C(C)N(C(=O)c1cc(Cl)nc(Cl)c1)CC2 (stereo not drawn),0.7,5.1,-9.4%,-16.0%,-10.1%,-4.4%,-7.9%,5.4%,0.1%
Cc1ccc(S(=O)(=O)N2C[C@H]3C(=O)C[C@@H](c4cccc5ccccc45)N(S(=O)(=O)c4ccc(C)cc4)[C@H]3C[C@H]2c2ccc(Cl)cc2)cc1,-4.1,1.7,-5.2%,-18.3%,-5.3%,2.7%,5.0%,1.5%,-7.6%
Cc1cccc[n+]1CC(=O)c1ccccc1,-4.3,-0.4,4.0%,3.5%,1.2%,5.7%,14.8%,-2.8%,0.7%
O=C1CCCN1C(=O)CCC(=O)N1CCCC1=O,0.1,-3.7,-1.7%,-11.8%,3.4%,1.5%,-18.5%,7.3%,3.0%
C[C@@H]1COc2cc(N3CCC[C@@H]3CO)ccc2S(=O)(=O)N1,0.0,-0.2,-1.4%,2.5%,2.1%,-0.7%,-5.6%,-3.1%,2.8%
COc1ccccc1CNC(=O)c1ccc2ccccc2n1,1.4,2.5,6.6%,-9.0%,0.1%,1.4%,19.9%,-7.8%,9.4%
CN1C(=O)/C(=C2/C=CC=CN2C)OC1=S,4.1,1.2,-2.2%,?,15.4%,-13.2%,36.5%,-8.9%,7.1%
O=C(CCc1nc2ccccc2c(=O)[nH]1)NNC(=O)COc1ccccc1Cl,-0.4,-4.0,0.8%,5.0%,-1.0%,-23.0%,-4.0%,-4.1%,3.8%
c1ccc2cc(N3CCCCC3)ccc2c1,-0.6,0.0,5.8%,0.0%,9.4%,-12.0%,15.0%,0.4%,-6.4%
COc1cccc(NC(=O)c2ccccc2OCc2c(C)noc2C)c1,-4.9,15.0,-0.2%,2.5%,-21.4%,-16.0%,-3.8%,-3.3%,3.5%
COc1ccc(CCC(=O)NCc2cn3ccccc3n2)cc1,0.9,-3.0,0.7%,-4.3%,-1.4%,-16.4%,6.4%,6.4%,2.5%
c1ccc(-n2nnc3ccccc32)nc1,0.4,-2.5,8.8%,-0.6%,6.9%,5.7%,-12.1%,2.6%,-5.5%
COc1cccc2cc(C(C)N(CCCN3CCOCC3)C(=S)Nc3cc(C)cc(C)c3)oc12 (stereo not drawn),-0.5,-5.2,1.9%,-3.5%,3.0%,?,15.5%,6.4%,-2.5%
CCN(CCn1cccn1)Cc1c(C(=O)N2C[C@@H](C)O[C@@H](C)C2)nc2ccc(Cl)cn12,-2.9,1.5,-4.1%,-11.7%,-8.6%,6.5%,5.9%,1.1%,7.9%
Cc1c(CNC2CCC(C)CC2)c(C(=O)O)c(C)n1Cc1ccccc1 (stereo not drawn),-0.2,-9.8,0.9%,-12.7%,23.3%,-13.1%,/,-31.5%,-0.5%
O=C(Nc1nc2ccc(F)cc2s1)C1CC(=O)N(c2ccc3c(c2)OCCO3)C1 (stereo not drawn),0.4,-20.5,-0.6%[1.84 µM],1.9%,12.3%,16.9%,?,3.8%,-17.1%

# By substructure: the compounds so far with fluorine.
SMILES,IL2 activator,PI5P4Ka inh,aSyn rescue,PLK1 PBD inh,Abeta rescue,EPAC1 antag,FUS yeast rescue,WRN inhibitor,EPAC1 ag
O=C(C1CCC1)N1CCN(S(=O)(=O)c2ccc(F)cc2)CC1,-5.0,7.6,4.0%,1.3%,-17.2%,17.2%,-12.8%,8.6%,-4.1%
O=C(Nc1nc2ccc(F)cc2s1)C1CC(=O)N(c2ccc3c(c2)OCCO3)C1 (stereo not drawn),0.4,-20.5,-0.6%[1.84 µM],1.9%,12.3%,16.9%,?,3.8%,-17.1%

# Later entries.
SMILES,IL2 activator,PI5P4Ka inh,aSyn rescue,PLK1 PBD inh,Abeta rescue,EPAC1 antag,FUS yeast rescue,WRN inhibitor,EPAC1 ag
CCc1c(Cl)nc(N)nc1Nc1ccccc1Cl,-1.0,1.2,6.5%,2.7%,-17.6%,2.0%,1.8%,-5.5%,-16.5%
COc1ccc(OC)c(NC(=O)NCc2cccnc2)c1,-3.1,1.7,-2.2%,-17.0%,5.9%,-29.0%,20.5%,5.0%,-8.7%
COc1cccc(CC(NC(C)=O)C(=O)NC2CCN(c3nc(C)cc(C)c3C#N)CC2)c1 (stereo not drawn),-1.1,-0.1,0.9%,-13.1%,0.3%,2.4%,17.0%,1.9%,5.8%
CC(=O)Nc1ccc(-c2csc(NCCc3ccccc3)n2)cc1,-1.4,2.0,-10.8%,-19.0%,3.4%,-3.9%,22.3%,3.0%,12.3%
CSc1nnc(Cc2cc(=O)[nH]c(=O)[nH]2)n1-c1cccc(C)c1,-0.6,-0.4,2.3%,-1.1%,8.2%,2.6%,-10.7%,-0.1%,1.4%
CCOC(=O)CC1(NC(=O)c2cc(COc3cccc(OC)c3)on2)CCCCC1,-5.5,16.9,4.8%,0.3%,4.1%,7.3%,33.8%,-7.0%,-2.9%
CC[C@@]1(C(=O)OC)N[C@H](CN(C)C(=O)Nc2ccc(Cl)cc2)[C@@H]2C(=O)N(C)C(=O)[C@@H]21,-0.3,2.5,-1.2%,-8.5%,-19.2%,-9.9%,-16.6%,7.2%,-18.0%
c1ccc(CSc2ncn[nH]2)nc1,7.6,-0.8,-5.6%,-20.6%,-6.5%,0.0%,-10.5%,3.1%,11.0%
O=C(O)C1CC=CCC1C(=O)Nc1ccc2c(c1)OCCO2 (stereo not drawn),-1.6,-1.1,-6.4%,-11.7%,-8.2%,-5.9%,9.9%,-2.7%,0.0%
Cc1ccc(NC(=O)CN(C)S(=O)(=O)c2cccs2)cc1F,-0.2,2.5,?,-3.6%,-7.0%,-6.9%,-11.8%,-14.4%[57.1 µM],8.7%
CCOc1ccc(C2C(C(=O)c3ccco3)=C(O)C(=O)N2Cc2cccnc2)cc1 (stereo not drawn),-1.0,-0.4,0.0%,?,-15.8%,-10.0%,17.5%,2.5%,0.0%
CCN(CC)CC(=O)N1CCCC(N2CCN(c3cccc(C(F)(F)F)c3)CC2)C1 (stereo not drawn),0.3,-8.7,-1.6%,-3.0%,4.3%,7.5%,-36.3%,17.3%,-8.0%
Cc1nc2ccc(F)cc2cc1C(=O)Nc1cccc(Cl)c1C,-0.5,-4.0,-3.3%,6.1%,-23.3%,0.9%,-7.0%,-7.5%,-1.3%
C[C@H](CO)N1C[C@H](C)[C@@H](CN(C)C(=O)NC2CCCCC2)Oc2ccc(NC(=O)Cn3cnnn3)cc2C1=O,-0.2,7.5,-5.2%,-6.4%,-1.7%,2.1%,-6.7%,-8.4%,7.4%
Cc1cccc(C2=NN(c3ccccc3)[C@@H](C(=O)N3CCOC3=O)[C@@H]2c2ccc([N+](=O)[O-])cc2)c1,0.0,19.8,12.7%,-2.9%,16.3%,9.6%,11.7%,-3.3%,-11.6%
CC1(C)N([O-])C(c2cccs2)=C[N+]1=O,0.4,-2.4,17.2%,-7.7%,19.7%,-7.0%,-1.3%,-3.0%,10.5%
CSc1ccccc1NC(=O)C1CCCO1 (stereo not drawn),-1.6,/,-2.8%,-15.8%,-5.3%,15.9%,22.2%,-1.6%,6.1%
Cc1ccc(S(=O)(=O)c2nc(S(=O)(=O)c3ccc(C)cc3)c(N3CCN(CCO)CC3)s2)cc1,-3.7,4.7,3.0%,-5.2%,19.7%,5.3%,12.5%,-4.8%,-1.5%
O=C(NCCc1nc2ccccc2[nH]1)c1cccc(Br)c1,2.6,2.0,-7.0%,-4.2%,-4.6%,-20.5%,11.3%,-11.2%,11.3%

# This is a random part of the collection. About 4.1% of those tested had a hit in this group.
